Screening data from PubChem.
PP5 primary = PP5 (human) phosphatase inhibition. P53041. purified PP5c, OMFP substrate fluorescence. inhibition, % at 6.7 µM. 320,000 tested, 0.18% active. AID 1987;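 active = inhibition above the campaign's mean inhibition across all tested compounds plus 3 SD, cut at about 9.5% in these data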;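 also: 0% = DMSO only and 100% = 100 µM cantharidin control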
Target sequence (P53041 whole entry, looked up): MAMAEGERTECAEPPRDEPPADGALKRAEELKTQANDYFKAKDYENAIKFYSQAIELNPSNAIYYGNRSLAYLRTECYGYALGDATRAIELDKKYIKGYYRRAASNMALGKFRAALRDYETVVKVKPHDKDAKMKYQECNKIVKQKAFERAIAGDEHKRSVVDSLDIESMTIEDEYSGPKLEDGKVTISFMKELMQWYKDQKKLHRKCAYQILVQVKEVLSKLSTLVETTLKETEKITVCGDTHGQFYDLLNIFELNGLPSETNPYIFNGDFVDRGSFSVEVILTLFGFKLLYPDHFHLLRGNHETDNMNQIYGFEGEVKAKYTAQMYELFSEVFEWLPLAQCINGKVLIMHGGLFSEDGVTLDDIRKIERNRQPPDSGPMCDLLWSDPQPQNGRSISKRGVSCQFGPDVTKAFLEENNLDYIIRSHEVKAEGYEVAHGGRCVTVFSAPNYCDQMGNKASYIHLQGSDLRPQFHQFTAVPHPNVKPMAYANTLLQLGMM
procasp7 counter = counter-screen: procaspase-7 (human) activation; recombinant procaspase-7, Ac-DEVD-pNA absorbance 405 nm; D23A/D198A/D206A triple mutant, cannot self-cleave; scale: DMSO 0, 5 µM enzyme 100; 330,000 tested, 0.093% active; activation, % at 8.5 µM; AID 463210;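 active = percent activation above the screen-wide mean plus 3 SD, cut at about 25% in these data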
Target sequence (P55210 whole entry D23A/D198A/D206A): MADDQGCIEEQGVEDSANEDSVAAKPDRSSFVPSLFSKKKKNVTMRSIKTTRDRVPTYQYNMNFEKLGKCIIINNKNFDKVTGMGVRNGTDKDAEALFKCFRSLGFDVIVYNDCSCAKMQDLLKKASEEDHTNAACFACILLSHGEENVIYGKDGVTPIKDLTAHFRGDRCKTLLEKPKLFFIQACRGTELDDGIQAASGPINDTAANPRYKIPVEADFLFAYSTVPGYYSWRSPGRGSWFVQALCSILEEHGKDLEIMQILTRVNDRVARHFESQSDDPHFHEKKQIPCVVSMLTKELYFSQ
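Assay system: Uncleavable procaspase-7 mutant enzyme | Input: 2 µM procaspase-7 mutant as dispensed | Timing: 1 h compound preincubation, 2 h substrate cleavage, 25 °C | Repeats: One well per compound | Control set: DMSO wells as 0%, DMSO with 5 µM added PC-7 as 100% | Technique: Epi-absorbance of released pNA at 405 nm, two timepoints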
HCV core dimer = HCV core protein dimerization inhibition; TR-FRET GST/Flag-core106 dimerization, 1536-well; AID 1899; 300,000 tested, 0.33% active; inhibition, % at 5 µM;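 active = inhibition above the mean of all tested compounds plus 3 SD, set per screening campaign, cut at about 45% in these data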
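test system = GST/Flag-tagged HCV core106 proteins | probe or stimulus = Eu donor and XL665 acceptor anti-tag antibodies | times = compound-protein-antibody incubation 4 h at 22.5 °C | signal = TR-FRET, excitation 340 nm, emission 617 and 671 nm | measure = percent inhibition of core106 dimerization signal | controls = wells lacking GST-core106 and wells with excess unlabelled core106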
CTSL1 counter = counter-screen for PFM18AAP inhibitors: inhibitors of F. hepatica cathepsin L1. inhibition, % at 5.96 µM. recombinant F. hepatica cathepsin L1, Z-Leu-Arg-MCA fluorescence. 300,000 tested, 0.49% active;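 active = inhibition above the mean of all tested compounds plus 3 SD, set per screening campaign, cut at about 17% in these data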;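 also: 0% = plate median of test compound wells and 100% = 1 µM Z-Phe-Ala-diazomethylketone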
Efflux pump mplx = inhibitors of Candida antifungal efflux pumps expressed in yeast; S. cerevisiae Candida pump triplex, Nile Red efflux; 330,000 tested, 0.44% active; AID 485275; inhibition, % at 10 µM;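 active = plate passing quality check with inhibition over a set limit, or well fluorescence over plate mean plus 4 SD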;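 also: Nile Red retained in pooled yeast measured as flow cytometry median fluorescence; 0% = buffer negative control and 100% = Enniatin B positive control; higher means more Nile Red kept so more efflux inhibition; some compounds called inactive have numbers as strong as hits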
TPT1 inh = C. albicans TPT1 enzyme inhibition; recombinant caTPT1, FP RNA substrate dephosphorylation; inhibition, % at 5 µM; 300,000 tested, 0.81% active; AID 1962;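 active = inhibition above the mean of all tested compounds plus 3 SD, set per screening campaign, cut at about 24% in these data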;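 also: plate controls were DMSO alone for no effect and ferristatin control at 100 nM for full effect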
PP1 counter = blocks human PP1-alpha phosphatase, a PP5 counter-screen; P62136; purified PP1alpha, OMFP fluorescence; inhibition, % at 6.7 µM; 320,000 tested, 0.9% active; AID 2235;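 active = inhibition above the mean inhibition of all tested compounds plus 3 SD, computed separately for each screening campaign, cut at about 15% in these data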
procasp3 activ = procaspase-3 (human) activation; activation, % at 8.5 µM; recombinant procaspase-3 D3A, Ac-DEVD-pNA absorbance 405 nm; 330,000 tested, 0.11% active; AID 463141; P42574;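 active = activation above the mean of all tested compounds plus 3 SD, cut at about 21% in these data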;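 also: 0% = DMSO alone and 100% = DMSO wells spiked with extra 5 µM PC-3 D3A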
Target sequence (P42574 whole entry D9A/D28A/D175A): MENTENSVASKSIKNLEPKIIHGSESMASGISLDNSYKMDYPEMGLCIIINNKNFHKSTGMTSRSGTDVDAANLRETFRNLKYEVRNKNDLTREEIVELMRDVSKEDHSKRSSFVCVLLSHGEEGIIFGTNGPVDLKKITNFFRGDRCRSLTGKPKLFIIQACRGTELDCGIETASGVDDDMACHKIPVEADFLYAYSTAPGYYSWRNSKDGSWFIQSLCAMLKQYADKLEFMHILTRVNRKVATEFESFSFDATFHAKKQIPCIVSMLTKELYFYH
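Test system: Procaspase-3 D3A mutant; medium: Zinc-free HEPES/NaCl buffer with 0.01% Triton X-100 at pH 7.4; reagent: DEVD-pNA substrate; doses: one concentration, 8.5 µM nominal, 0.8% DMSO; times: 1 h preincubation plus 2 h reaction at 25 °C; signal: Epi-absorbance at 405 nm of released p-nitroaniline, 0 and 120 min; replicates: singlicate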
JMJD2C inh = human JMJD2C demethylase inhibition; Q9H3R0; GST-JMJD2C(1-420) H3K9me3 demethylation, DELFIA europium; inhibition, % at 2.35 µM; 330,000 tested, 0.069% active; AID 2099;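 active = more than half of a compound's replicate wells show inhibition beyond 50%, single wells judged on their own value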;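 also: signal counts dimethyl H3K9 product captured on neutravidin plate; 0% = median of DMSO wells and 100% = 0.3 times that DMSO median; strong numbers were not always called active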
Starred values were filed as active, the others as inactive; / = no result given. Compounds as they come; 2.9% or so of the library scored in one or more.

SMILES	PP5 primary	procasp7 counter	HCV core dimer	CTSL1 counter	Efflux pump mplx	TPT1 inh	PP1 counter	procasp3 activ	JMJD2C inh
Cc1csc(SCC(=O)N2CCN(S(=O)(=O)c3ccccc3)CC2)n1	0.4	7	3	-3	0.0	-1	-3	8	-3
O=[N+]([O-])c1ccccc1Nc1ccc(O)cc1	3.6	-29	-15	-1	-0.1	-1	-2	-4	25
O=C(Cn1cnc2c(nnn2Cc2ccc(F)cc2)c1=O)NCc1ccc(F)cc1	1.3	-4	8	1	-0.1	-1	0	3	3
COc1ccc(Nc2cc(C(=O)NCCCN3CCN(C)CC3)c3ccccc3n2)cc1	0.2	-8	-11	4	-0.1	-3	-7	2	-11
COCCCC1CCN(C(=O)c2cc(COc3cc(C)ccc3C)on2)CC1	1.9	13	3	-1	0.0	2	-1	0	0
CC(=O)Nc1ccc(S(=O)(=O)N2CCC(C(=O)Nc3nccs3)CC2)cc1	1.8	-1	3	-2	0.0	0	-5	5	4
NC(=O)CC(NC(=O)Cc1ccc(Br)cc1)c1ccc(N2CCCCCCC2)c([N+](=O)[O-])c1 (stereo not given)	1.1	3	10	0	0.0	0	7	8	-9
CC(=O)Nc1ccc(Nc2ccc3nonc3c2[N+](=O)[O-])cc1	3.1	-12	-4	4	0.3	0	0	-13	15
COc1ccc(NC(=O)c2cc3ccc(O)cc3o/c2=N\O)cc1	5.5	-18	-21	0	0.1	4	3	-7	1
CCOC(=O)Cn1nc(/C=C/c2ccc(C)cc2)ccc1=O	0.0	-1	2	0	0.5	-2	-2	1	0
O=C(O)CCCCCNC(=O)/C(=C\c1ccco1)NC(=O)c1ccco1	2.4	-4	0	0	-0.1	-5	-1	-2	3
Fc1ccc(CN2CCCCCCC2)c(F)c1	2.1	5	-1	0	0.1	-3	1	7	/
O=C(COC(=O)C1CCC(=O)N1)Nc1cc(Cl)ccc1Cl (stereo not given)	-0.2	6	4	-4	0.1	0	1	3	3
O=c1cc(-c2ccccc2)n(S(=O)(=O)c2ccc3ccccc3c2)o1	1.0	3	-2	-1	-0.1	2	-1	-8	-1
COc1ccc(C(c2nnnn2C2CCCC2)N2CCC(C)CC2)cc1 (stereo not given)	3.6	0	5	-2	-0.1	0	2	-9	5
Cc1cnc(SCCc2ccncc2)nc1C	-1.4	-20	-4	-3	-0.1	-8	-5	-24	10
CCCCn1c(CN(C)Cc2ccccc2)nc2c1c(=O)n(C)c(=O)n2C	3.7	-6	-7	-3	-0.1	0	0	10	9
CCCCc1cc(=O)oc2c(C)c(OCc3nn[nH]n3)ccc12	1.9	-1	0	1	0.2	-3	-4	-7	-10
COc1ccc(CC(=O)O/N=C(\N)Cc2ccc([N+](=O)[O-])cc2)cc1	0.4	0	0	-1	0.1	-1	8	8	-4
COc1cc2c(cc1OC)C(C)N(S(=O)(=O)c1ccc(C)cc1)CC2 (stereo not given)	-1.1	-7	2	-4	-0.1	2	1	-11	1
CC1=CC(C)(C(Cl)Cl)C(C)=CC1=O (stereo not given)	1.2	0	-1	-2	0.0	-3	2	5	-10
O=C(Nc1ccc(S(=O)(=O)N2CCCCC2)cc1)C1CC1	0.7	1	3	-3	0.0	1	1	1	-2
C/C=C/c1ccc(OCC(=O)OCc2csc(Nc3ccc(C)cc3)n2)c(OC)c1	0.7	-9	11	2	0.2	7	9	3	-3
COc1ccc(S(=O)(=O)NCCc2cn3nc(C)c(C)nc3n2)cc1	1.0	0	7	4	0.0	0	-3	1	-8
O=C(c1ccc(F)cc1)C1CCN(C(=O)c2ccccc2F)CC1	3.1	10	-7	-1	0.2	1	-2	-4	0
Cc1ccc(N2CCN(C(=O)c3cccc([N+](=O)[O-])c3)CC2)cc1Cl	0.9	-5	7	-1	0.2	-1	2	-1	13
CC(C)(CNC(=O)c1cccc(S(=O)(=O)Nc2ccc(Br)cc2)c1)N1CCOCC1	-0.5	3	-4	-2	-0.1	-1	0	4	-4
COc1ccc(S(=O)(=O)N2CCCCCC2)cc1C(=O)NCc1ccc(C)cc1	2.7	-1	/	/	0.2	/	5	7	3
COc1ccc(-c2cc(C(F)(F)F)n3nc(C(=O)O)nc3n2)cc1	-2.2	7	3	3	0.0	1	-6	2	9
COc1ccc(/C=C/C(=O)OC2CCCN(C)C2)cc1 (stereo not given)	-0.2	3	-3	-18	0.0	-2	-3	-5	5
COC(=O)c1cc(S(=O)(=O)NCC2CCN(Cc3cccc(Cl)c3)CC2)c[nH]1	0.5	-1	1	1	-0.1	0	-3	-5	-1
CNc1ccccc1C(=O)OCC(=O)N1CCN(c2ccc(OC)cc2)CC1	2.0	-2	0	-2	-0.1	-3	1	-3	-2
Cc1cc(O)c(C(C)C)cc1NC(=O)c1ccc(Cl)cc1	3.1	-6	0	-2	-0.2	1	0	-7	-10
Nc1ccc2nc(-c3cccc(-c4nc5ccc(N)cc5[nH]4)c3)[nH]c2c1	2.6	-7	-31	8	2.1*	-1	42*	-14	3
O=C(O)c1ccc(NNC(=S)Nc2cc(C(F)(F)F)ccc2Cl)cc1	3.5	-33	-2	-4	0.3	2	-1	-22	5
COc1ccc(OC)c(S(=O)(=O)Nc2ccc(C)c(C)c2)c1	3.4	-1	2	-1	0.1	-1	-2	-3	-1
CSc1cccc(NC(=O)OC2CCCCCCCCCCC2)c1	2.6	10	7	-2	0.0	-4	-1	7	-4
Cc1cc2[nH]c(=O)c(=O)[nH]c2cc1S(=O)(=O)NCc1ccc(Cl)cc1	-1.0	3	-1	0	-0.2	-1	-4	12	-12
COc1ccc(-c2nc(-c3ccncc3)no2)cc1OC	0.1	-4	2	0	-0.1	1	-1	7	-1
CCOc1ccc(C2(C)CC(=O)N(C)C2=O)cc1 (stereo not given)	-1.6	4	-1	1	-0.1	-3	-3	-9	1
CC1CCCCN1C(=O)COC(=O)Cc1c[nH]c2ccccc12 (stereo not given)	/	-1	/	/	-0.1	/	/	4	-5
Cc1ccccc1N/N=C1\CCCNC1=O	1.4	-10	-3	3	-0.4	-5	-1	0	-3
Cc1cc2c(c(CO)c1CCO)C(=O)[C@@H](C)[C@@H]2O	/	2	/	/	-0.2	/	/	10	-4
COc1ccc([N+](=O)[O-])cc1NC(=O)CCN1CCN(c2ccccc2OC)CC1	0.1	15	-3	-1	-0.1	0	-2	-3	3
CCOc1cc(/C=C2/C(=N)N3OC(C)=CC3=NC2=O)ccc1OC	0.9	-2	-8	-4	-0.1	6	1	-2	2
Cc1ccc(/C=C2/NC(=O)N(Cc3ccccc3F)C2=O)o1	-1.3	-29	-1	-3	0.0	5	-3	-15	4
COc1ccccc1Nc1nc(N)nc(CSc2nc(C)cc(C)n2)n1	2.6	2	-9	-3	-0.3	0	5	6	90
COC(=O)COc1coc(CN2CCN(c3cccc(Cl)c3)CC2)cc1=O	-0.4	-2	-3	0	-0.2	0	-2	-4	15
COc1ccc(CCN(C)C2CC(=O)N(c3ccccc3)C2=O)cc1OC (stereo not given)	-1.5	-33	2	-2	0.0	5	-8	-19	3
Cc1ccc(NC(=S)NNC(=O)c2ccc(N3CCOCC3)c([N+](=O)[O-])c2)cc1Cl	2.9	-4	5	3	0.0	0	1	-3	-1
CCOC(=O)c1sc(NC(=O)C2CC(=O)N(c3ccc(C)cc3)C2)nc1C (stereo not given)	2.1	1	17	2	0.1	8	1	-1	2
CN(CC(=O)NCCc1ccccc1)S(=O)(=O)c1ccc(Br)cc1	-1.8	-5	-2	-1	-0.1	2	-1	-12	-2
COc1ccc2c(c1)CCc1c(C(=O)NCCN3CCOCC3)noc1-2	-0.4	1	0	5	-0.1	3	-3	4	-44
CCCCCc1ccc(C2=NNC(=O)CC2)cc1	-0.1	-4	6	-2	0.0	2	-2	0	5
C/C=C/C(=O)N1c2ccccc2C(C)=CC1(C)C	-2.4	-4	-3	-6	0.5	-4	0	-10	5
COc1cc(S(=O)(=O)NCc2cccnc2)c(OC)cc1Br	-0.1	3	1	8	-0.2	12	0	3	3
COc1ccc(S(=O)(=O)N2CCCCCC2)cc1NC(=O)CCCOc1ccccc1	1.2	7	/	/	0.1	/	6	2	-15
CCOC(=O)N/N=C/c1ccc(C)o1	-0.5	4	4	5	0.0	-2	7	0	-2
Cc1cccc([C@@H]2[C@@H]3C(=O)N(Cc4ccccc4)C(=O)[C@@H]3[C@]3(CC(C)C)C(=O)N(c4cccc(F)c4)C(=O)N23)c1	8.0	-2	16	-1	0.1	1	0	-2	1
O=c1cc(CO)oc(CN2CCN(c3cccc(C(F)(F)F)c3)CC2)c1O	3.1	-9	-5	-2	0.1	-2	14	1	41

By substructure, those above with two or more sulfur atoms.
SMILES	PP5 primary	procasp7 counter	HCV core dimer	CTSL1 counter	Efflux pump mplx	TPT1 inh	PP1 counter	procasp3 activ	JMJD2C inh
Cc1csc(SCC(=O)N2CCN(S(=O)(=O)c3ccccc3)CC2)n1	0.4	7	3	-3	0.0	-1	-3	8	-3
CC(=O)Nc1ccc(S(=O)(=O)N2CCC(C(=O)Nc3nccs3)CC2)cc1	1.8	-1	3	-2	0.0	0	-5	5	4

Next structures
SMILES	PP5 primary	procasp7 counter	HCV core dimer	CTSL1 counter	Efflux pump mplx	TPT1 inh	PP1 counter	procasp3 activ	JMJD2C inh
Cc1nc2oc3c(NCc4ccccn4)ncnc3c2c2c1COC(C)(C)C2	2.0	-7	-7	-3	-0.1	-1	4	3	8
O=C(COC(=O)C1CC2CCCC(C1)C2=O)Nc1cccc(F)c1 (stereo not given)	-0.2	0	/	/	-0.3	/	-1	4	1
O=C(COc1ccccc1)Nc1nnc(-c2ccc(Cl)cc2)o1	-3.9	9	1	3	0.0	-1	17*	8	10
COC(=O)/C=C/c1ccccc1S(=O)(=O)N(Cc1ccccc1)Cc1ccco1	5.0	-3	-2	-1	-0.2	-3	0	-8	3
Cc1ccc(S(=O)(=O)N2CCN(C(=O)c3cc(=O)c4ccccc4o3)CC2)cc1	1.5	7	-1	0	0.1	0	-8	2	43
CN(CC(=O)Nc1ccc2c(c1)OCO2)CC(=O)Nc1ccc(F)c(F)c1F	/	4	/	/	-0.2	/	/	-1	-4
COc1ccc(C(=O)COc2ccc3ccc(=O)oc3c2)cc1	-0.9	8	6	-8	0.1	-5	-7	5	8
Cc1cc(C)c(C#N)c(OCC(=O)c2ccc(Br)cc2)n1	3.2	46*	1	-6	0.7	-5	-5	4	-8
CCOc1ccc(CNC(=O)c2ccc(Sc3ccc(Cl)cc3)c(NC(C)=O)c2)cc1OC	2.8	5	1	-1	-0.2	-4	1	4	-4
COc1ccc([C@H]2CC(=O)C=C(c3ccc(-c4ccccc4)c(F)c3)C2)cc1OC	-1.3	-2	/	/	-0.4	/	-2	-11	-1
